From PubChem
MBNL1-CUG inh – inhibitors of human MBNL1 binding to CUG repeat RNA | TR-FRET MBNL1-His/biotin-(CUG)12 binding, 665/545 ratio | Potency, µM (doses to about 57.5 µM), inactives show top-dose activity change, negative = inhibition, hits mostly inhibitors | 280,000 compounds, 0.036% hits | Q9NR56; active means well fitted inhibition curve with a large enough effect in the signal ratio, with a control signal flat, not every such curve was filed as active; inconclusive means small, poorly fitted or top-dose-only effect, or effect the other way, or a change in a side signal; inactive means no such curve, though single readings can be large or run the other way; the % refers to the signal ratio; further: potency means the concentration at half of the fitted maximal effect; on the % scale 0 is the no-effect control and ±100 the full control effect
Target sequence (Q9NR56 whole entry, looked up): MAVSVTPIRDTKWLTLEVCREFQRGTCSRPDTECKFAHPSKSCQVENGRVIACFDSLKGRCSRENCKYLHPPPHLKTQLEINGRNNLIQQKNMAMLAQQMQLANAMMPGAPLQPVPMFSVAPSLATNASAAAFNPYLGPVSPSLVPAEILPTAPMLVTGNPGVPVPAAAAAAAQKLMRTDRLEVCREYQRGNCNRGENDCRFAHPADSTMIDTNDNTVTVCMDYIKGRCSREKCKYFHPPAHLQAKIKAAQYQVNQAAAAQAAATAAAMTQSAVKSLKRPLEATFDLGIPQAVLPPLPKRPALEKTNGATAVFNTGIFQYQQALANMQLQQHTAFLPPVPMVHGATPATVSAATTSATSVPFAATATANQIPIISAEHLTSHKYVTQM
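TR-FRET readout: Ex 340 nm, 665/545 nm emission ratio, normalized to buffer-only (basal) and MBNL1-(CUG)12 controls. Complex of MBNL1-His with Biotin-(CUG)12, compounds 92 nM–58 uM, incubated 60 min at room temperature.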
TSG101-PTAP inh – blocks PTAP/TSG101 interaction to inhibit HIV-1 budding | Fluorescence polarization, FITC-PTAP peptide / Tsg101 binding | 340,000 tested, under 10 active | AID 493005 | Q99816 | Potency, µM (top dose mostly 115 µM), for inactives: at the top dose activity change, negative = inhibition, usual class: inhibitors; active means well fitted inhibition curve with a large enough effect in the main read-out, with a control signal flat, not every such curve was filed as active; inconclusive means small, poorly fitted or top-dose-only effect, or effect the other way, or a change in a side signal; inactive means no such curve, though single readings can be large or run the other way; further: potency means the concentration at half of the fitted maximal effect; % of control where 0% means no effect
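Tsg101 binding domain (10 uM final) was mixed with compound and a FITC-labeled PTAP peptide (50 nM final) in HEPES pH 7.5 buffer with NaCl, Tween 20, EDTA and TCEP; fluorescence polarization was read after 20 min at r.t.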
TCR act – activators of T cell receptors; primary human leukocytes, anti-CD3, IL-2 HTRF, 48 h; Potency, µM (titrated, usually from 9.22 µM), inactives show at the top dose activation of IL-2 secretion, most hits filed as activators; 330,000 tested, under 10 active; further: % of control where 0% means no effect
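1) Mix primary human leukocytes, a-CD3 beads and compound. 2) Incubate 48 hr. 3) Add HTRF IL-2 reagents (a-IL-2-K, a-IL-2-d2).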
Menin-MLL TR inh – menin-MLL binding inhibition, Texas Red mutant peptide | Menin + Texas Red MLL mutant peptide, fluorescence polarization | Potency, µM (top dose mostly 61.6 µM), for inactives: top-dose FP activity change, negative = inhibition, most hits filed as inhibitors | 270,000 compounds, 0.23% hits | AID 1768; active means well fitted inhibition curve with a large enough effect in the polarisation, with a control signal flat, not every such curve was filed as active; inconclusive means small, poorly fitted or top-dose-only effect, or effect the other way, or a change in a side signal; inactive means no such curve, though single readings can be large or run the other way; the % refers to the polarisation; further: potency means the concentration at half of the fitted maximal effect; % of control where 0% means no effect; many of its hits are not listed in these tables
AT treatment – potential ataxia-telangiectasia treatments restoring KAP-1 phosphorylation. Potency, µM (top dose mostly 57.5 µM), without a hit: at the highest dose activation, most hits filed as activators. AID 485349. […] A-T fibroblasts, KAP-1 phosphorylation AlphaLISA; neocarzinostatin DNA damage 30 min before lysis. 320,000 compounds, 0.19% hits; further: potency means the concentration at half of the fitted maximal effect; % of control where 0% means no effect; nearly all actives have a fitted effect of over 45% in size
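hTERT-immortalized A-T patient fibroblasts ([…]), 500 cells/well in OPTI-MEM, 1% FBS, got compounds for 60 min, then NCS for 30 min at 37C. Lysates were then assayed for phospho-KAP-1 by AlphaLISA (anti-pKAP1 donor, anti-KAP1 acceptor beads), 6 hr at 25C.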
TSHR antagonist – antagonists of human thyroid stimulating hormone receptor; P16473; 330,000 compounds, 0.2% hits; TSHR-expressing cells, TSH-stimulated cAMP HTRF, 2 h; hits give low values; activity change, negative = inhibition, % at 11.5 µM;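 active means activity change below a set negative limit, meaning inhibition stronger than a set level, cut at about -70% in these data; inconclusive means activity change between two set negative limits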; further: on the % scale 0 is the no-effect control and ±100 the full control effect
Target sequence (P16473 whole entry, looked up): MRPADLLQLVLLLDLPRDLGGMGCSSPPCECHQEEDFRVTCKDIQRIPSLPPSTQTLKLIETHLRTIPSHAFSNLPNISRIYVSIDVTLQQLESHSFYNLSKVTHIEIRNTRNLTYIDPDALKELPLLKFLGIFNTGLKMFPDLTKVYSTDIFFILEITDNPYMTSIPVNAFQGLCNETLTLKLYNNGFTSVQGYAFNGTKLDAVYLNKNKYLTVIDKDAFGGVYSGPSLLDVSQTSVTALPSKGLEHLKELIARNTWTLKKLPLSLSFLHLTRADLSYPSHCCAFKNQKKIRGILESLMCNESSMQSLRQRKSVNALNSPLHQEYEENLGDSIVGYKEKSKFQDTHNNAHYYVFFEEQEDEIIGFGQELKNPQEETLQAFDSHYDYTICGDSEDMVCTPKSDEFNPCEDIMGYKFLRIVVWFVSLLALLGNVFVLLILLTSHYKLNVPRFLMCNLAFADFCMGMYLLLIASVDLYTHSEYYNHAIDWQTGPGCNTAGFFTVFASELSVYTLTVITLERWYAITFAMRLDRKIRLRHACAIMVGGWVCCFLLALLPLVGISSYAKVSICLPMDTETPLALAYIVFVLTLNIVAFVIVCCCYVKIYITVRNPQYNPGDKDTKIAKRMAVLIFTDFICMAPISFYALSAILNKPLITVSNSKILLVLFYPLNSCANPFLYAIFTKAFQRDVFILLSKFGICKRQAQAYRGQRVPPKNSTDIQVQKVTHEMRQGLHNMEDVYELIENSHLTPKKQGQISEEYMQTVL
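TSHR-expressing cells, 200/well, pre-treated with compound, then stimulated with EC80 TSH (4nM final) for 2 hours at 37 deg C. cAMP measured by competitive HTRF: anti-cAMP cryptate antibody in lysis buffer plus cAMP-d2, read after 30 minutes at room temperature.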
MLL CXXC-DNA inh – inhibitors of human MLL CXXC domain-DNA interaction. Q03164. MLL-CXXC / FITC-HOXA9 DNA fluorescence polarization. Potency, µM (titrated, usually from 115 µM), for inactives: at the top dose activity change, negative = inhibition, usual class: inhibitors. 290,000 compounds, 0.037% hits. AID 2662; active means well fitted inhibition curve with a large enough effect in the polarisation, with a control signal flat, not every such curve was filed as active; inconclusive means small, poorly fitted or top-dose-only effect, or effect the other way, or a change in a side signal; inactive means no such curve, though single readings can be large or run the other way; the % refers to the polarisation; further: potency means the concentration at half of the fitted maximal effect
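Fluorescence polarization: 7 uM MLL-CXXC (stock) preincubated 5 min with compounds, then 50 nM fluorescein-HOX-A9 DNA (stock) added; 30 min ambient. Buffer 50 mM Tris-HCl pH 7.5, 50 mM NaCl, 1 mM DTT, 0.05% BSA.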
Mito fusion act – blocks mitochondrial division or promotes mitochondrial fusion; S. cerevisiae fusion-defective mutant growth rescue, CellTiterGlo 48 h; Potency, µM (highest dose often 46.1 µM), for the others: at the top dose growth rescue (activation), actives largely listed as activators; 320,000 compounds, 0.23% hits; AID 485298;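 further: potency means the concentration at half of the fitted maximal effect; % of control where 0% means no effect; nearly all actives have a fitted effect of over 45% in size; temperature-sensitive fusion mutants such as fzo1-1 at 37 °C on non-fermentable ethanol glycerol medium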
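Growth-rescue viability read-out: after 48 h at the non-permissive 37C in glycerol/ethanol YPEG, yeast mitochondrial fusion mutants are measured by CellTiterGlo luminescence; compounds (23 nl pinned per well) restoring growth score as division inhibitors or fusion activators.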
S-ASM inh – human S-ASM enzyme inhibition. P17405. Potency, µM (series often up to 57.5 µM), inactives show top-dose activity change, negative = inhibition, most hits filed as inhibitors. 340,000 compounds, 0.006% hits. placental ASM, HMU-PC fluorogenic substrate, 60 min; further: potency means the concentration at half of the fitted maximal effect
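Steps: dispense placental human ASM, pin compound, wait 10 min at room temperature, add HMU-PC0 substrate at 9 uM final, incubate 60 min at 37 °C, add stop solution raising pH to 10, read fluorescence.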
a7 integrin act – activators of alpha7 integrin expression for muscular dystrophy | alpha7betagal myoblasts, beta-gal FDG fluorescence, 48 h | Potency, µM (series often up to 38.3 µM), for the others: at the top dose activation, hits mostly activators | 350,000 compounds, 0.064% hits;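 further: potency means the concentration at half of the fitted maximal effect; 100% = response of the positive control SU9516; nearly all actives have a fitted effect of over 60% in size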
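Alpha7betagal+/- myoblasts (passage 13) were plated 16-24 hr, then exposed to compounds (1:260 dilution of DMSO stock) for 48 hours at 37C. After MPER lysis, β-galactosidase reporter activity was read as FDG fluorescence (ex 480/em 540) after 30 minutes.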
Starred values were filed as active, the others as inactive; ? = inconclusive; . = no result given; [ ] = remark or other dose. Unless noted, the call rests on the fitted dose curve; in most records, active means well fitted curve in the direction sought with a large enough effect; inconclusive means small, poorly fitted or top-dose-only effect, or another doubt; inactive means no such curve, though single readings can be large; an effect the other way counts as inactive or inconclusive. A portion of the library (hit frequency here may not be typical).

The line under a structure holds: Mito fusion act	AT treatment	a7 integrin act	TSG101-PTAP inh	Menin-MLL TR inh	TSHR antagonist	MBNL1-CUG inh	TCR act	MLL CXXC-DNA inh	S-ASM inh
- O=C(CCC(=O)OCC(=O)c1ccc(Cl)cc1Cl)Nc1cccc2cccnc12
 : 0%	10%	16%	-3%	-9%	19	-1%	-2%	6%	-7%
- O=C(CCN1C(=O)C2C3C=CC(C3)C2C1=O)N1CCN(c2ccc([N+](=O)[O-])cc2)CC1 (stereo not drawn)
 : -2%	-1%	-48%[inhibitor]	-9%	-7%	-8	?	6%	3%	-10%
- c1ccc(Nc2cccc(Nc3ccccc3)c2)cc1
 : 28%	-6%	9%	-3%	?	-13	-4%	-5%[46.1 µM]	-7%	-12%
- COc1cc(CN2CCN(C(=O)CC(C)C)CC2)cc(OC)c1OC
 : 2%	13%	-28%	-2%	?	58	-2%	-1%	-7%	-1%
- O=C(Nc1ccc(NC(=O)c2cccs2)cc1)c1cccs1
 : 2%	8%	2%	-1%	?	15	3%	-1%	-2%	1%
- CCCOc1ccc(N2C(=O)CC(N(CCc3ccc(OC)cc3)C(=O)c3cccc(F)c3)C2=O)cc1 (stereo not drawn)
 : 9%	0%	?	-2%	-8%	11	-11%	0%	5%	-7%
- COc1ccc(NC(=S)NC(=O)c2ccc(Br)o2)cc1
 : -8%	8%	20%	-7%	?	-6	-3%	-6%	4%	-2%
- CCCCCCc1cc2cc(-c3nnc(-c4ccccc4)o3)c(=O)oc2cc1O
 : 3%	11%	-18%	?	12%	4	0%	-2%	?	.
- Cc1ccn(S(=O)(=O)c2ccc3oc(=O)ccc3c2)n1
 : -11%	-2%	15%	2%	2%	-1	7%	-5%	43%[activator]	3%
- CCOc1ccccc1CNCc1ccc(C(=O)O)cc1
 : 1%	-1%	-29%	0%	1%	1	-1%	1%	0%	3%
- COC(=O)c1ccc(NC(=O)CCN2C(=O)C3CC=CCC3C2=O)cc1 (stereo not drawn)
 : -5%	1%	18%	-1%	.	5	.	5%	.	3%
- Cc1ccc(Cc2c(C)[nH]c(=S)[nH]c2=O)cc1
 : 2%	5%	4%	1%	.	2	-7%	-3%	2%	5%
- Cn1c(SCC(=O)Nc2cccnc2)nnc1-c1ccccc1F
 : -3%	3%	8%	-2%	-3%	18	-1%	0%	-3%	0%
- CCC(C)NC(=O)c1ccc(CN2CCc3ccccc3C2)cc1 (stereo not drawn)
 : -3%	1%	-3%	-1%	-10%	-2	-3%	-4%	0%	2%
- COc1ccccc1NC(=O)COC(=O)c1ccc(N2CCCC2=O)cc1
 : 3%	4%	37%	-1%	.	-14	.	-2%	.	-3%
- CCOc1cc(/C=N/NC(=O)C(OC)c2ccccc2)ccc1O (stereo not drawn)
 : 2%	0%	?	-5%	7%	6	6%	-6%	-2%	79%[activator]
- O=C(NNC(=O)c1cc2ccccc2o1)c1ccncc1
 : .	-8%	16%	-4%	.	-3	.	-3%[46.1 µM]	.	21%
- COc1ccc(NS(=O)(=O)c2cc(NC(=O)CCc3ccc(OC)c(OC)c3)ccc2N2CCOCC2)cc1
 : .	.	5%	-8%	.	.	.	2%	.	-2%
- COc1ccc(C2/C=C\CN(C(=O)C3CCCCC3)CC(=O)N2Cc2ccc(F)cc2)cc1 (stereo not drawn)
 : 8%	26%	-4%	-2%	5%	-6	-5%	-2%	3%	-6%
- Cc1ccc([N+](=O)[O-])cc1S(=O)(=O)Nc1ccc(N2CCOCC2)cc1
 : -1%	-7%	4%	-1%	3%	14	?	-2%	11%	-3%
- Cc1cc(CNC(=O)CCc2nnc(CCCc3ccccc3)o2)nn1C
 : 0%	3%	0%	-8%	0%	-2	8%	-3%	7%	3%
- O=C(/C=C/c1ccco1)NCC(=O)N/N=C/c1ccc([N+](=O)[O-])cc1
 : 8%	3%	20%	-3%	?	3	.	-1%	1%	-8%
- COc1cc(/C=C/C(=O)O)cc(S(=O)(=O)Nc2ccc3cn[nH]c3c2)c1OC
 : -7%	9%	20%	-1%	.	41	.	0%	.	7%
- CCc1cccc(NS(=O)(=O)c2ccc3c(c2)NC(=O)C(C)S3)c1 (stereo not drawn)
 : 6%	-18%	13%	-6%	.	-6	-1%	-11%	8%	0%
- COc1ccc(C(=O)COC(=O)CCCN=C2NS(=O)(=O)c3ccccc32)c(OC)c1
 : 10%	3%	14%	-1%	.	.	.	12%	.	-5%
- CCOCCCNS(=O)(=O)c1ccc(-n2cnnn2)c(OC)c1
 : -3%	-9%	12%	-6%	.	0	4%	1%	-8%	3%
- Cc1noc(C)c1COc1ccc(C(=O)OC(C)C(=O)Nc2ccc(N3CCOCC3)cc2)cc1 (stereo not drawn)
 : 1%	-2%	-19%	-4%	9%	-6	-5%	-2%	3%	0%
- Cc1coc2c1C(=O)C(=O)c1c-2ccc2c(C)cccc12
 : -75%[inhibitor]	-42%	-32%[inhibitor]	-2%	.	2	2%	7%	-30%	-3%
- O=C(CSc1nc(NS(=O)(=O)c2ccccc2)cc(=O)[nH]1)Nc1cccc(C(F)(F)F)c1
 : 3%	23%	-45%[inhibitor]	-2%	-23%	2	1%	-3%	-7%	-1%
- CCCN1CCN(C(=O)CCNC(=O)Cn2cnc3ccccc3c2=O)CC1
 : -4%	-1%	35%	-4%	-7%	-2	2%	-2%	-9%	5%
- Cc1nc(C)n(C(C)CNS(=O)(=O)c2ccc(Cl)cc2)n1 (stereo not drawn)
 : 0%	0%	-22%	1%	-7%	7	-2%	-4%	4%	0%
- Cc1sc2nc(SCC(=O)NCCOCCO)n(C)c(=O)c2c1C
 : -1%	19%	-10%	-2%	-6%	11	-5%	-1%	4%	4%
- NC(=O)c1cnn(-c2cccc(Cl)c2)c1N
 : -2%	-1%	26%	-4%	.	3	-3%	0%	-8%	0%
- CC(C)(C)[C@@H]1C=C(C(=O)N2CCN(Cc3ccccc3)CC2)O[C@H](OCc2ccc(CO)cc2)C1
 : -19%	-2%	9%	-8%	?	-5	-8%	-3%	-18%	-5%
- Cn1c(-c2nnn(-c3ccc(F)cc3)n2)cc2ccccc21
 : -6%	3%	.	.	?	19	10%	.	-6%	.
- CCCC(=O)Nc1nc(-c2ccc(OC)cc2)cs1
 : 2%	1%	-7%	0%	.	-13	3%	4%	6%	-1%
- Cc1ccc(/C=N/NC(=O)c2ccc(-n3cnnn3)cc2)cc1
 : 1%	-11%	-19%	-1%	.	10	.	-4%	.	5%
- C=CCn1c(-c2cc(-c3ccccc3)sc2N)n[nH]c1=S
 : 0%	-1%	4%	-5%	.	-2	20%	-18%	-12%	4%
- O=C(Cn1cc([N+](=O)[O-])ccc1=O)NCC(=O)Nc1ccc(F)c(F)c1F
 : .	11%	8%	-7%	.	-9	.	-1%[46.1 µM]	.	5%
- COc1ccc(CC2(CO)CCN(S(=O)(=O)c3sccc3C)CC2)cc1
 : 7%	2%	-10%	38%[activator]	-4%	-4	4%	4%	2%	-2%
- c1ccc(N2CCN(Cc3cn4ccccc4n3)CC2)cc1
 : -12%	-2%	19%	0%	-8%	6	-6%	0%	4%	2%
- CCOC(=O)c1cnc(SCC(=O)c2ccc3c(c2)OCCO3)nc1N
 : 3%	4%	-16%	-5%	16%	-7	-12%	5%	2%	-4%
- O=C(CP(=O)(O)CC(=O)c1ccccc1)c1ccccc1
 : -5%	-2%	-17%	-4%	-13%	-4	1%	1%	-4%	1%
- CC(=O)Oc1ccc2c(=O)c(/C=N/c3cc(=O)[nH]c(=S)[nH]3)coc2c1
 : 5%	-11%	17%	-3%	.	15	.	-3%	18%	13%
- CCOC(=O)C1=CN(C(C)C)CCC1=O
 : .	.	14%	-2%	.	.	.	3%	.	2%
- Cc1ncc(CO)c2cc(S(=O)(=O)c3ccc(F)cc3)c(=O)oc12
 : 0%	-1%	26%	0%	-15%	3	?	1%[46.1 µM]	-24%	-1%
- CCOc1nc(Nc2ccc(OC)c(Cl)c2)nc(OCC)n1
 : 4%	-3%	9%	1%	?	-3	-5%	1%	10%	-4%
- Oc1ccc(Br)cc1CNn1cnnc1
 : -2%	24%	16%	1%	.	57	-1%	-2%	-9%	3%
- Cc1ccc(S(=O)(=O)Cc2ccc(C(=O)N3CCN(c4ccc(F)cc4)CC3)o2)cc1
 : -2%	8%	-14%	-1%	-17%	2	-3%	2%	-8%	-4%
